# Screening results from PubChem BioAssay.
# TbREL1 primary – TbREL1 inhibition, primary screen. inhibition, % at 9.66 µM. TbREL1 RNA ligation, FRET fluorescence. AID 1117264. 0.49% of 89,000 active. P86926;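 active = inhibition above the mean inhibition across all screened compounds plus 3 SD, cut at about 11% in these data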;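 also: 0% = plate median of test wells and 100% = NSC42067 control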
# Target sequence (P86926 whole entry, looked up): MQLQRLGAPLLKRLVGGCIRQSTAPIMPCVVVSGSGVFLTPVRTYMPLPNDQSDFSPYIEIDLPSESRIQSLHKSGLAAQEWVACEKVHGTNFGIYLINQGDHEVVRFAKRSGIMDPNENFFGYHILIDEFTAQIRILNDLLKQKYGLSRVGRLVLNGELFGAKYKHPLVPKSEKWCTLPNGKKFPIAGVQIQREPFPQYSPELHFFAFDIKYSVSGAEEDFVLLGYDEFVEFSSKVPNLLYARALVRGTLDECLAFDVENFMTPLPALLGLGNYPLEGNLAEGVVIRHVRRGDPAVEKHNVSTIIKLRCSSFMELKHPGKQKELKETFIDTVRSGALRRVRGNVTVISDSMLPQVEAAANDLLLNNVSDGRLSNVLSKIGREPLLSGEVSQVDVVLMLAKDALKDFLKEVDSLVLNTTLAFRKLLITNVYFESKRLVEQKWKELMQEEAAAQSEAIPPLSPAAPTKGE
# * hit, by the source's call. Some of the compounds tested, so the mix of outcomes need not match the whole.
1. CN(C)C(CNC(=O)CSc1nnc(-c2ccco2)o1)c1ccccc1 (stereo not drawn)
  TbREL1 primary: 3.1

2. O=C(NCc1ccccc1)OC1CC2CC1[C@H]1CCCCN1C2=O (stereo partly drawn)
  TbREL1 primary: 1.8

3. CCOC(=O)Cc1csc(NC(=O)c2ccc3ncsc3c2)n1
  TbREL1 primary: 0.1

4. CN(CCCN1CCCCC1)C(=O)c1cc(COc2ccc(F)cc2F)on1
  TbREL1 primary: -0.5

5. O=C(Oc1cccc(NC(=O)c2ccco2)c1)c1cccc(S(=O)(=O)N2CCCCC2)c1
  TbREL1 primary: -1.4

6. CC(C)OC(=O)c1cc2c(ccn2C)n1CC(=O)N(Cc1ccccc1)c1ccc(F)cc1
  TbREL1 primary: -4.3

7. CSc1ncccc1C(=O)OCC(=O)Nc1cc(C(F)(F)F)ccc1N1CCOCC1
  TbREL1 primary: -4.7

8. C=CCn1c(COc2ccccc2F)nnc1SCC(=O)N1CC(=O)Nc2ccccc21
  TbREL1 primary: -2.1

9. COc1cc(/C=N/NC(=O)c2ccncc2)ccc1OC(=O)c1cc(OC)c(OC)c(OC)c1
  TbREL1 primary: -2.6

10. Cc1ccc(S(=O)(=O)C(C#N)c2nc3ccccc3nc2N2CCCC2)cc1 (stereo not drawn)
  TbREL1 primary: 4.4

11. COc1ccc(-c2nn(-c3ccccc3)cc2C(=O)N2CCOCC2)cc1
  TbREL1 primary: 1.9

12. CN(CC(=O)N1CCN(c2ccccc2)CC1)S(=O)(=O)c1cccs1
  TbREL1 primary: 2.0

13. CCOC(=O)c1ccc(NC(=S)Nc2ccc(C)cc2)cc1
  TbREL1 primary: -1.6

14. Cc1nc(NC(=O)COC(=O)c2cccs2)c(Cl)cc1Cl
  TbREL1 primary: 0.6

15. O=C(N/N=C1\CCSC1)c1cc(Cl)ccc1O
  TbREL1 primary: 0.4

16. COC(=O)[C@@]12C[C@@H](CC(=O)NCC3CCCCC3)C(=O)N(CCc3ccc(OC)c(OC)c3)C1=CCC(C)(C)C2
  TbREL1 primary: 3.6

17. Cc1ccc(S(=O)(=O)N2CCC(=O)CC2)cc1
  TbREL1 primary: 1.1

18. CC(NC(=O)Nc1ccc2c(c1)OCO2)C1CCCO1 (stereo not drawn)
  TbREL1 primary: 6.9

19. CCN1CCN(CCCCOc2ccccc2F)CC1
  TbREL1 primary: 7.2

20. Cc1ccc(-c2nnc(CSc3nnc(COc4ccccc4)n3-c3ccccc3)o2)cc1
  TbREL1 primary: -1.1

21. CCOC(=O)Cn1nc(C)n(-c2ccc(C)cc2)c1=O
  TbREL1 primary: -2.6

22. Cc1ccc(S(=O)(=O)N(C)c2ccc(C(=O)Nc3ccccn3)cc2)cc1
  TbREL1 primary: 1.7

23. Cc1cc(F)ccc1S(=O)(=O)N1CCCOC1CNC(=O)C(=O)NC1CC1 (stereo not drawn)
  TbREL1 primary: -1.7

24. O=C1N2CCc3ccccc3C2CS(=O)(=O)N1CCc1ccccc1 (stereo not drawn)
  TbREL1 primary: 0.3

25. O=c1c2ccccc2nc(SCc2cccc(F)c2)n1Cc1ccco1
  TbREL1 primary: 0.6

26. CC(=O)c1cccc(N2C(=NC(=O)C3CC3)SC3CS(=O)(=O)CC32)c1 (stereo not drawn)
  TbREL1 primary: 1.9

27. Cc1ccc(S(=O)(=O)CC(=O)Nc2ccc(F)c(F)c2F)cc1
  TbREL1 primary: 1.3

28. C=CCN(CC=C)C(=O)c1cccc(OC2CCN(S(=O)(=O)N(C)C)CC2)c1
  TbREL1 primary: 5.3

29. O=C(O)c1nnsc1-c1csnn1
  TbREL1 primary: 6.1

30. CCN(c1ccccc1)S(=O)(=O)c1ccc(OC)c(NS(=O)(=O)c2cccs2)c1
  TbREL1 primary: 1.3

31. Cc1ccccc1OCC(=O)N(Cc1ccco1)c1c(N)n(Cc2ccccc2)c(=O)[nH]c1=O
  TbREL1 primary: -0.9

32. COC(=O)C1CCCN(C(=O)C2CCN(S(=O)(=O)c3ccc([N+](=O)[O-])cc3)CC2)C1 (stereo not drawn)
  TbREL1 primary: -1.0

33. CCc1ccc(N2C(=O)CN(CC(=O)OC)C2=S)cc1
  TbREL1 primary: 1.6

34. CCc1nc2ccc(C(=O)NCCCN3CCCC3=O)cn2c1N(C)Cc1ccc(OC)cc1
  TbREL1 primary: -4.8

35. Cc1ccn2cc(CCNC(=O)COc3ccccc3)nc2c1
  TbREL1 primary: 6.1

36. COCCNC(=O)CSc1nc2cc(OC)c(OC)cc2c(=O)n1CCC1=CCCCC1
  TbREL1 primary: -0.1

37. COc1ccc(NS(=O)(=O)c2ccc(N3CCOCC3)c(NC(=O)/C=C/C(=O)O)c2)cc1
  TbREL1 primary: 3.2

38. COc1ccc(C(=O)CSc2nnc(-c3ccc(C(C)(C)C)cc3)n2C)cc1
  TbREL1 primary: 1.5

39. CCCCc1nc(SCC(=O)Nc2ncccn2)n[nH]1
  TbREL1 primary: 3.1

40. S=C(Nc1ccc(Cl)cc1)N(CCCN1CCOCC1)Cc1ccco1
  TbREL1 primary: -3.9

41. Cc1nnc(C)n1N=Cc1ccc(O)cc1O
  TbREL1 primary: -1.3

42. COc1ccc(OCC(=O)NN2Cc3ccccc3C2=N)cc1
  TbREL1 primary: -0.1

43. O=C(NCCN1CCCCCC1)C1CC(=O)N(CCc2ccccc2)C1 (stereo not drawn)
  TbREL1 primary: -1.2

44. Cc1ccn2c(C(=O)N/N=C\c3cccs3)c(C)nc2c1
  TbREL1 primary: 0.7

45. CCOc1ccc(-n2c(SCC(=O)c3ccccc3Cl)nnc2-c2ccncc2)cc1
  TbREL1 primary: 5.0

46. CC1(C(=O)NS(=O)(=O)c2ccc3c(c2)CCO3)CCN1C(=O)COc1ccc(Cl)cc1 (stereo not drawn)
  TbREL1 primary: 5.5

47. Cc1ccc(C)c(NC(=O)CCc2ccc(S(=O)(=O)NC3CCCCC3)cc2)c1
  TbREL1 primary: 4.0

48. CCN1C[C@@H]2[C@@H]3C(=O)N(C)C(=O)[C@@H]3[C@](C)(C1=O)N2C(=O)c1ccc(C(F)(F)F)cc1
  TbREL1 primary: -1.7

49. Cc1occc1C(=O)NNS(=O)(=O)c1ccc([N+](=O)[O-])cc1
  TbREL1 primary: -1.4

50. O=C1c2ccccc2C(=O)N1CCCc1c[nH]c2ccccc12
  TbREL1 primary: -4.0

# Copied from above, compounds 36–39
36. COCCNC(=O)CSc1nc2cc(OC)c(OC)cc2c(=O)n1CCC1=CCCCC1
  TbREL1 primary: -0.1

37. COc1ccc(NS(=O)(=O)c2ccc(N3CCOCC3)c(NC(=O)/C=C/C(=O)O)c2)cc1
  TbREL1 primary: 3.2

38. COc1ccc(C(=O)CSc2nnc(-c3ccc(C(C)(C)C)cc3)n2C)cc1
  TbREL1 primary: 1.5

39. CCCCc1nc(SCC(=O)Nc2ncccn2)n[nH]1
  TbREL1 primary: 3.1

# Remaining list, next part.
51. CC1(c2nnc(-c3ccc(F)cc3)o2)CC(c2cccnc2)=NO1 (stereo not drawn)
  TbREL1 primary: 1.2

52. CC1(C)CC2(CCO1)CNC(=O)O2 (stereo not drawn)
  TbREL1 primary: 0.1

53. Cc1ccc(C(=O)NCC(=O)OCC(=O)NC2CCCC(C)C2C)s1 (stereo not drawn)
  TbREL1 primary: -1.6

54. CCN(c1ccccc1)S(=O)(=O)c1cccc(C(=O)NCC(c2ccc(F)cc2)N2CCOCC2)c1 (stereo not drawn)
  TbREL1 primary: 2.2

55. O=C(CCCCn1c(=O)[nH]c2ccsc2c1=O)NCCc1ccccc1
  TbREL1 primary: 7.7

# Gathered by group, the compounds so far containing a thiophene ring, fused or not
12. CN(CC(=O)N1CCN(c2ccccc2)CC1)S(=O)(=O)c1cccs1
  TbREL1 primary: 2.0

14. Cc1nc(NC(=O)COC(=O)c2cccs2)c(Cl)cc1Cl
  TbREL1 primary: 0.6

30. CCN(c1ccccc1)S(=O)(=O)c1ccc(OC)c(NS(=O)(=O)c2cccs2)c1
  TbREL1 primary: 1.3

44. Cc1ccn2c(C(=O)N/N=C\c3cccs3)c(C)nc2c1
  TbREL1 primary: 0.7

53. Cc1ccc(C(=O)NCC(=O)OCC(=O)NC2CCCC(C)C2C)s1 (stereo not drawn)
  TbREL1 primary: -1.6

55. O=C(CCCCn1c(=O)[nH]c2ccsc2c1=O)NCCc1ccccc1
  TbREL1 primary: 7.7
